High-throughput results from PubChem BioAssay.
CHRM5 agonist: human M5 muscarinic receptor agonists, primary screen, CHO-K1 cells, Fluo-8 calcium fluorescence. 360,000 compounds, 0.19% hits. AID 624037, 2012. Muscarinic acetylcholine receptor M5 (Homo sapiens), P08912. activation, % at 3 µM. CHO-K1 hM5 cells; 0% DMSO wells, 100% maximal acetylcholine response;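 active = activation above the run's mean over test compounds plus 3 SD, cut at about 23% in these data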;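 note: signal is peak over basal fluorescence ratio across the kinetic read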
M4 antag: human M4 muscarinic receptor antagonists, primary screen, CHO cells, Fluo-8 calcium fluorescence. 360,000 compounds, 0.73% hits. Muscarinic acetylcholine receptor M4 (Homo sapiens), P08173. inhibition, % at 3 µM. AID 624125, 2012. CHO-hM4 cells, ACh EC80;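 active = inhibition above its plate's cutoff, the mean inhibition of sample wells plus 3 SD, cut at about 27% in these data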;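 note: 0% = acetylcholine EC80 with DMSO and 100% = DMSO without agonist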
Target sequence (P08173 whole entry, looked up): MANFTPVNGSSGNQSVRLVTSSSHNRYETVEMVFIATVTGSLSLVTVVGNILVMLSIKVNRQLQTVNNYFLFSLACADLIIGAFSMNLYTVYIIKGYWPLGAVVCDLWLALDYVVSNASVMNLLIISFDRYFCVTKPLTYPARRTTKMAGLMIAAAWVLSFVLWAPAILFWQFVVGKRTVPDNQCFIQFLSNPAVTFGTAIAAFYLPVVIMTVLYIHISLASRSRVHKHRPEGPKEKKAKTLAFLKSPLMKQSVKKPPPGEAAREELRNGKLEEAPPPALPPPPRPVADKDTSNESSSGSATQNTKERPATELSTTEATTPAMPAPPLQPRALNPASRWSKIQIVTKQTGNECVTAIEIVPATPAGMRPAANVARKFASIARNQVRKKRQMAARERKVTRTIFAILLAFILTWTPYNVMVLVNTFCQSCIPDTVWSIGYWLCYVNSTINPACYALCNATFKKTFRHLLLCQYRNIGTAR
M5 antag: human M5 muscarinic receptor antagonists, primary screen, CHO cells, Fluo-8 calcium fluorescence | Muscarinic acetylcholine receptor M5 (Homo sapiens), P08912 | CHO-hM5 cells, ACh EC80 | inhibition, % at 3 µM | 360,000 compounds, 0.59% hits | AID 624040, 2012;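 active = inhibition above a per-plate cutoff, the mean of that plate's test compounds plus 3 SD, cut at about 27% in these data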;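 note: 0% = acetylcholine EC80 with DMSO and 100% = DMSO without agonist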
M4 ag: human M4 muscarinic receptor agonists, primary screen, CHO-K1 cells, Fluo-8 calcium fluorescence. Muscarinic acetylcholine receptor M4 (Homo sapiens), P08173. CHO-K1 hM4/Gqi5; vehicle 0%, full acetylcholine response 100%. activation, % at 3 µM. 360,000 compounds, 0.14% hits. AID 624127, 2012;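 active = activation above the run mean over all test wells plus 3 SD, cut at about 32% in these data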;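 note: peak over basal fluorescence ratio per well then scaled between controls; 0% = DMSO wells and 100% = acetylcholine at EC100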
CHRM1 PAM: human M1 muscarinic receptor positive allosteric modulators, primary screen, CHO-K1 cells, Fluo-8 calcium fluorescence, 1536-well | CHO-K1 hM1, ACh EC20; 0% = ACh EC20, 100% = maximal ACh | activation, % at 3 µM | 360,000 compounds, 0.088% hits | AID 588819, 2011; in the data active = activation above about 19%, passing the limit was not always enough
Target sequence (P11229 whole entry, looked up): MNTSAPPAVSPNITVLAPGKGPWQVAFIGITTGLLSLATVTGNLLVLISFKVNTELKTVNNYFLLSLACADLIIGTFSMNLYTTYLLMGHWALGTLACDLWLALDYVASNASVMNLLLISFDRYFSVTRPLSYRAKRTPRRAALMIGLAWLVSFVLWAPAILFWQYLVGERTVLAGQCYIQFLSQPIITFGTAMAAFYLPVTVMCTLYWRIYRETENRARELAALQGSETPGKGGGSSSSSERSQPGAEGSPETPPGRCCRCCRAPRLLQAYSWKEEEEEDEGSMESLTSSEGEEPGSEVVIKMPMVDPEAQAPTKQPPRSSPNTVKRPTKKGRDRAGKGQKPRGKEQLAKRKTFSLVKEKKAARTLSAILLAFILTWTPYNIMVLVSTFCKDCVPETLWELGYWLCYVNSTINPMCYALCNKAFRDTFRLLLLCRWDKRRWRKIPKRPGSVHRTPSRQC
CHRM4 PAM: human M4 muscarinic receptor positive allosteric modulators, primary screen, CHO-K1 cells, Fluo-8 calcium fluorescence | Muscarinic acetylcholine receptor M4 (Homo sapiens), P08173 | CHO-K1 hM4/Gqi5, ACh EC20; 0% = ACh EC20, 100% = maximal ACh | activation, % at 3 µM | 360,000 compounds, 0.4% hits | AID 624126, 2012;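 active = activation above its plate's cutoff, the mean activation of sample wells plus 3 SD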; note: some results filed as inactive read as strong as hits
CHRM5 PAM: human M5 muscarinic receptor positive allosteric modulators, primary screen, CHO-K1 cells, Fluo-8 calcium fluorescence; Muscarinic acetylcholine receptor M5 (Homo sapiens), P08912; CHO-K1 hM5, ACh EC20 PAM; 0% = ACh EC20, 100% = ACh EC100; activation, % at 3 µM; 360,000 compounds, 0.3% hits;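 active = activation above the run cutoff, the mean activation of all test compounds plus 3 SD, cut at about 18% in these data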
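system = human M5 receptor in CHO-K1 cells | compound = one concentration, 3 µM final (nominal) | schedule = Post-acetylcholine fluorescence recording 140 s | signal = Fluo-8 calcium dye fluorescence, kinetic read | benchmarks = low control EC20 acetylcholine (0%), high control EC100 acetylcholine (100%) | repeats = singlicate, one well per test compound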
CRFBP-R2 agonist: agonists of CRF-BP/CRF-R2 complex, primary screen, cell-based, HEK293, calcium dye fluorescence, uHTS; CRF-binding protein / CRF receptor 2 complex (human); calcium dye fluorescence (FLIPR); percent of saturating CRF peptide response; activation, % at 13.2 µM; 350,000 compounds, 0.46% hits;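 active = activation of at least 50%, plus an integration ratio under a set limit after plate pattern correction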;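 note: plate controls were neutral control wells without compound for no effect and CRF at EC100 for full effect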
CHRM1 antagonist: human M1 muscarinic receptor antagonists, primary screen, CHO-K1 cells, Fluo-8 calcium fluorescence, 1536-well | inhibition, % at 3 µM | 360,000 compounds, 1.3% hits | Muscarinic acetylcholine receptor M1 (Homo sapiens), P11229 | CHO-K1 hM1, ACh EC80 antagonist;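 active = percent inhibition above its own plate's cutoff, namely the mean of that plate's compound wells plus 3 SD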;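 note: peak over basal fluorescence ratio during 140 s after agonist addition; 0% = ACh EC80 plus DMSO and 100% = DMSO alone without agonist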
The depositor's hits bear a star; x = no result given.

compound,CHRM5 agonist,M4 antag,M5 antag,M4 ag,CHRM1 PAM,CHRM4 PAM,CHRM5 PAM,CRFBP-R2 agonist,CHRM1 antagonist
Cc1ccc(OCCSc2ncnc3sc(C)c(C)c23)cc1C,-2,-2,6,1,9,7,-4,3.0,-11
Cc1ccc(-c2cccc(C3CC=CC4C3C(=O)N(Cc3ccccc3)C4c3cc(C)ccc3F)c2)cc1 (stereo unspecified),1,-2,11,0,1,2,-1,0.6,-1
Cc1nnc(NC(=O)c2ccc3c(c2)C(=O)N(CC2CCCO2)C3=O)s1 (stereo unspecified),3,6,1,0,5,-6,-4,-0.8,-1
Cc1cc(C(=O)CN2CCCCC2)c(C)n1-c1ccc(F)cc1,-7,8,-4,1,-1,-12,3,2.6,-5
Cc1nn(CC(=O)NCC2CCCO2)c(=O)c2cc3ccccc3n12 (stereo unspecified),-5,-3,4,1,16,15,0,-1.4,-5
O=c1n(Cc2ccccc2Cl)c2sc3c(c2c2ncnn12)CCCC3,-2,-8,-3,0,6,23,3,2.5,-19
Cn1c(SCCOc2ccc(F)cc2)nnc1-c1ccncc1,1,11,4,1,3,6,12,0.9,-24
COc1ccc(Cl)cc1-c1cc(C(=O)NCc2ccc(C(F)(F)F)cc2)[nH]n1,-4,1,17,2,-11,-5,-2,x,19
COc1ccc(C/C(N)=N/OC(=O)Cc2ccc(OC)c(OC)c2)cc1,1,-6,-13,1,3,8,5,2.1,-10
Cn1nnnc1SCCNCc1cccc2ccccc12,1,3,1,3,-7,0,-5,-1.3,8
Cc1nc(SC(C)C(=O)Nc2c(C)n(C)n(-c3ccccc3)c2=O)nc(C)c1C (stereo unspecified),-11,4,8,1,4,-1,2,0.9,-7
CC(NC(=O)OC(C)(C)C)C(=O)Oc1ccc2ccc(=O)oc2c1 (stereo unspecified),-2,7,9,0,4,-1,-6,-0.1,-35
COc1ccc(/C(N)=N/OC(=O)c2ccc(OC)c([N+](=O)[O-])c2)cc1OC,4,4,9,1,8,5,0,0.1,-1
CCC(C(=O)OC)(C(=O)OC)c1ccc([N+](=O)[O-])cc1,-2,-6,-3,1,13,3,9,0.2,-9
CCC(=O)c1c[nH]c(C(=O)N2CCOCC2)c1,-3,6,-1,0,10,-4,3,2.5,-12
CCCNC(=O)c1cc(C2CCCCN2S(=O)(=O)c2ccc(C#N)cc2)on1 (stereo unspecified),-2,8,7,0,3,-1,-2,x,-7
O=C(O)c1ccc2cccnc2c1O,2,1,5,1,3,27,6,-0.9,-13
Cc1ccc(-c2csc3nc(C)n(N)c(=O)c23)o1,0,2,0,1,10,0,0,1.4,-8
COC(=O)c1scc(S(=O)(=O)c2ccccc2)c1N,0,4,10,2,4,0,-5,0.7,-2
Cc1ccc(C(=O)NC2CCCc3ccccc32)cc1[N+](=O)[O-] (stereo unspecified),-6,-9,-8,0,7,-9,7,0.4,-10
O=C(CN1CCCCCCC1)N/N=C/c1ccccc1F,-1,-4,0,2,7,8,2,1.0,-17
CCC(C)(C)NC(=O)C(c1cccc(OC)c1)N(C(=O)c1ccn[nH]1)c1cccc(OC)c1 (stereo unspecified),5,1,8,12,-5,-7,-40,0.5,13
CN(C)CCNC(=O)c1cccc(-c2cc(NC=O)c3ncc(-c4cccc(C(F)(F)F)c4)n3c2)c1,-1,0,-7,-1,2,-2,2,x,-9
O=c1c(Cc2c(F)cccc2Cl)c(O)ccn1C1CC1,0,8,3,1,9,-4,5,0.0,-11
C[C@@H]1ON(C)[C@H]2C[C@H]3c4[nH]c5ccc(-c6ccc7c(c6)OCO7)cc5c4CCN3C(=O)[C@@H]12,0,6,7,16,-12,-14,-6,-2.5,9
Cn1nc(CC(=O)NCc2ccc(F)cc2)c2ccccc2c1=O,8,-14,7,9,0,3,-13,1.6,-4
COc1ccc(NC(=O)CSc2nc3ccccc3c(=O)n2C)cc1,1,-9,9,2,-7,-1,4,-0.9,-2
CCOC(=O)C1(CC2CCCCO2)CCN(Cc2nc(-c3cccs3)oc2C)CC1 (stereo unspecified),-5,-17,-10,1,-3,1,1,-2.3,-5
CCN(CC(=O)Nc1ccc2c(c1)OCCO2)C(=O)/C=C/c1cccc(OC)c1OC,25*,-15,-13,4,27*,23,11,-2.4,-20
CC(C)[C@@H](C(=O)N1CCNCC1)n1cc(CCO)nn1,2,7,9,0,-3,-3,-6,2.0,6
CN(C)C(=O)c1ccc(=O)n(Cc2ccc(Cl)cc2Cl)c1,-7,9,7,0,8,-3,0,0.2,-11
O=S1(=O)CCN2C=Nc3sc4c(c3C2=N1)CCCC4,-4,5,1,0,11,7,5,-1.0,-4
COc1ccccc1-c1nnc(SCC(=O)N2CCOCC2)o1,1,2,0,1,7,-6,1,1.9,-10
CC(OCCN(C)C)C(=O)C12CC3CC(CC(C3)C1)C2 (stereo unspecified),-9,-3,6,1,5,-7,-2,-2.6,-9
COc1ccc(NC(=O)NNC(=O)COc2ccc3cc(Br)ccc3c2)c(OC)c1,-4,-10,6,2,6,2,-3,1.4,-5
O=C(Nc1nnc(C(F)(F)F)s1)c1cccnc1,5,-10,-7,8,4,4,-4,1.8,-6
CC(=O)Nc1ccc(S(=O)(=O)N2CCC(c3nc4ccccc4[nH]3)CC2)cc1,0,3,-2,1,7,-1,-1,0.1,-17
CC1CCN=C(N)S1 (stereo unspecified),-1,5,0,0,6,0,5,-0.4,-25
CCC(CC)NC(=O)c1n[nH]c(=O)c2ccccc12,0,0,0,1,6,3,-3,1.2,-10
CC1(C(=O)NCc2ccccc2)CN(S(C)(=O)=O)CC(=O)N1CCCN1CCOCC1 (stereo unspecified),2,7,-4,1,x,-3,-2,x,x
COc1ccc(C(=S)N2CCCCCC2)cc1,-1,14,1,-1,2,-3,-1,-0.9,8
O=C(NCCS(=O)(=O)c1ccc(Br)cc1)c1ccccc1,-2,-4,8,1,10,2,0,2.5,-6
Cc1cc2nc3c(=O)n(CCc4ccccc4)c(=O)[nH]c3nc2cc1N,32*,0,6,9,0,-2,-7,152*,10
C[C@H](CO)N1C[C@H](C)[C@H](CN(C)C(=O)Nc2ccc3c(c2)OCCO3)OCc2cnnn2CCCC1=O,3,-7,-2,2,-4,-1,-5,9.1,12
CCOC(=O)Cn1nc(NC(=O)COc2ccc(F)cc2)cc1C,-4,-1,-1,1,11,4,6,-4.3,-17
CC1Cc2ccccc2N1C(=O)COC(=O)/C=C/c1ccc(F)cc1 (stereo unspecified),-3,2,3,3,4,0,-9,-0.7,-3
COC(=O)C1=C(C)Nc2c(c(=O)n(C)c(=O)n2C)C1c1ccc(C)cc1 (stereo unspecified),1,1,-6,0,6,6,2,0.2,-11
COc1ccc(Cl)cc1C(=O)NNC(=O)COC(=O)c1ccc(Br)o1,-1,-18,-6,1,4,4,3,-1.4,-14
O=[N+]([O-])c1ccc(Cl)c(/C=N/N2CCN(Cc3ccc(Cl)cc3)CC2)c1,-4,0,-5,-1,-9,-4,3,-0.2,2
CCOC(=O)[C@]12CCCC=C1N(CCC1=CCCCC1)C(=O)[C@H](CC(=O)NCCCOC)C2,-2,-4,5,3,x,6,-1,x,x
CCOc1ccc(N2C(=O)CC(C(C)c3ccccc3)C2=O)cc1 (stereo unspecified),1,4,-11,4,5,1,3,-1.0,-8
O=C(N/N=C\c1ccc[nH]1)c1cncc(Br)c1,-4,-7,-23,3,7,13,4,-0.5,-19
CC(=O)Nc1ccc(CN2CCCN(C)CC2)cc1,-6,1,30*,2,4,0,-16,0.5,-5
CCN1CCN(Cc2nc3c(c(=O)n(C)c(=O)n3C)n2CC(=O)c2ccccc2)CC1,1,12,3,1,9,5,-8,6.6,-15
CN(C)CC(C)(C)CNC(=S)Nc1cc(S(=O)(=O)N2CCOCC2)ccc1Cl,-14,-13,-2,1,4,-7,9,2.4,2
Cc1ccc(-c2nn(-c3ccccc3)c3[nH]c(=O)c(CNCc4ccccc4)cc23)cc1,2,2,4,0,1,6,2,0.1,-13
COc1ccc(S(=O)(=O)N2CCOCC2)cc1NC(=O)c1ccc(-n2nc(C)cc2C)cc1,3,-1,0,4,13,-6,0,-0.3,-14
CC(C)c1ccc(NC(=O)C2(C)Cc3c(-c4ccc5c(c4)OCO5)ccnc3O2)cc1 (stereo unspecified),-2,0,3,-1,1,-7,-3,x,-12
O=C(CSc1nnc(CNC(=O)c2cccs2)o1)NCC1CCCO1 (stereo unspecified),-2,1,-5,0,9,-2,5,1.3,-4
Cc1cc(C)cc(-n2ncc3c2CCCC3NC(=O)c2ccccc2N2CCOCC2)c1 (stereo unspecified),-4,-9,-7,0,2,1,7,-2.0,-7

The last two compounds of the part before are carried over, then new ones follow.
compound,CHRM5 agonist,M4 antag,M5 antag,M4 ag,CHRM1 PAM,CHRM4 PAM,CHRM5 PAM,CRFBP-R2 agonist,CHRM1 antagonist
O=C(CSc1nnc(CNC(=O)c2cccs2)o1)NCC1CCCO1 (stereo unspecified),-2,1,-5,0,9,-2,5,1.3,-4
Cc1cc(C)cc(-n2ncc3c2CCCC3NC(=O)c2ccccc2N2CCOCC2)c1 (stereo unspecified),-4,-9,-7,0,2,1,7,-2.0,-7
NC(=O)C1CCN(C(=O)CSc2nc3ccccc3[nH]2)CC1,-6,-1,3,0,8,9,3,-1.7,-3
CCOc1ccc2oc(C(=O)OCC(=O)NC3CCCCC3)c(C)c2c1,-2,3,21,0,4,-1,2,0.9,-10
CCN(CC)S(=O)(=O)c1ccc(NC(=O)COC(=O)c2c[nH]c(=O)[nH]c2=O)cc1,2,2,0,0,7,-2,3,0.2,-5
O=C(NC1CCSc2ccccc21)c1cccc(Cl)c1 (stereo unspecified),-6,8,15,0,-2,-5,-2,-0.3,-5
Cc1cc(/C=C2/NC(=O)N(Cc3ccccc3F)C2=O)c(C)n1C(C)C,0,-2,-1,2,2,-3,-6,0.1,-3
CO/N=C/c1c(-c2ccccc2)nn(C)c1Cl,-2,2,-18,-1,21,7,8,0.2,-2
CCCC(O)(c1ccc(OC)cc1)C(CN1CCOCC1)c1ccccc1 (stereo unspecified),-3,1,9,0,8,-5,-6,0.5,0
COc1cccc(C(=O)NNC(=O)c2cccnc2)c1,-1,-11,-8,0,2,12,2,-0.2,3
